# Casp7 inh: allosteric or competitive inhibitors of human caspase-7; Potency, µM (doses to about 57.5 µM), inactives show at the top dose activity change, negative = inhibition, usual class: inhibitors; P55210; recombinant caspase-7, Ac-DEVD-AFC fluorescence rate; AID 889; hit rate 0.02% among 75,000; active = well fitted inhibition curve with a large enough effect in the main read-out, with a control signal flat, not every such curve was filed as active; inconclusive = small, poorly fitted or top-dose-only effect, or a change in a side signal; note: potency is the fitted concentration of half-maximal effect; % of control where 0% means no effect
# Fluorescein fluor: fluorescein region autofluorescence; hit rate 0.91% among 59,000; Compound autofluorescence, 480/540 nm, fluorescein-equivalent; active compounds read high; max fluorescein-equivalent concentration, M; in the data active = max fluorescein-equivalent concentration above about 10 nM; inconclusive = between about 1.1 nM and that limit
#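 First, buffer (100 mM Tris, pH 8.0) dispensed; second, compounds and fluorescein standards pinned in; third, 15 min room-temperature incubation; finally, imaging at ex 480 nm/em 540 nm. Fluorescence normalized against the six-point fluorescein curve.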
# USP2a inhib: USP2a (human) protease inhibition; hit rate 0.1% among 60,000; Potency, µM (series often up to 38.3 µM), without a hit: at the top dose activity change, negative = inhibition, most hits filed as inhibitors; USP2a enzymatic assay, qHTS inhibition; AID 927; O75604;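 note: potency is the fitted concentration of half-maximal effect; nearly all actives have a fitted effect of over 60% in size; plate controls were DMSO for no effect and NEM full inhibition control for full effect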
#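 USP2 core (20 nM final) was preincubated with compound for 30 min at RT in 20 mM Tris-HCl pH 8.0, 2 mM CaCl2, 2 mM beta-mercaptoethanol; Ub-PLA2 (20 nM) plus NBD C6-HPC (20 uM) then added, fluorescence read after 2.5 h.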
# 4MU fluor: compound fluoresces in the 4-MU spectral region; compound autofluorescence, 340/450 nm, 4-MU equivalents; active compounds read high; max dye-equivalent concentration, M; hit rate 11% among 59,000; in the data active = max dye-equivalent concentration above about 10 nM; inconclusive = mostly about 1.1 nM to 9.6 nM
#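 Compounds in 100 mM Tris, pH 8.0, incubated 15 min at room temperature, then fluorescence read at 340 nm excitation/450 nm emission. Signal converted to 4-MU dye-equivalent concentration using an on-plate six-point 4-MU standard curve.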
# Casp1 inh: caspase-1 (human) inhibition, allosteric or competitive; P29466; Caspase-1 enzyme, Ac-WEHD-AFC fluorogenic rate; Potency, µM (titrated, usually from 57.5 µM), for the others: top-dose activity change, negative = inhibition, usual class: inhibitors; hit rate 0.03% among 75,000; AID 900;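 note: potency is the fitted concentration of half-maximal effect; plate controls were vehicle for no effect and no substrate for full effect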
# BRCT inh red: inhibitors of human BRCA1 BRCT-phosphoprotein interaction (red fluorophore). BRCT-phosphopeptide binding, red fluorescence polarization. Potency, µM (top dose mostly 76.9 µM), for inactives: top-dose activity change, negative = inhibition, hits mostly inhibitors. hit rate 0.03% among 75,000. AID 892; note: % is set by controls: 0 for no effect and ±100 for the full control effect
# Target sequence (P38398 whole entry, looked up): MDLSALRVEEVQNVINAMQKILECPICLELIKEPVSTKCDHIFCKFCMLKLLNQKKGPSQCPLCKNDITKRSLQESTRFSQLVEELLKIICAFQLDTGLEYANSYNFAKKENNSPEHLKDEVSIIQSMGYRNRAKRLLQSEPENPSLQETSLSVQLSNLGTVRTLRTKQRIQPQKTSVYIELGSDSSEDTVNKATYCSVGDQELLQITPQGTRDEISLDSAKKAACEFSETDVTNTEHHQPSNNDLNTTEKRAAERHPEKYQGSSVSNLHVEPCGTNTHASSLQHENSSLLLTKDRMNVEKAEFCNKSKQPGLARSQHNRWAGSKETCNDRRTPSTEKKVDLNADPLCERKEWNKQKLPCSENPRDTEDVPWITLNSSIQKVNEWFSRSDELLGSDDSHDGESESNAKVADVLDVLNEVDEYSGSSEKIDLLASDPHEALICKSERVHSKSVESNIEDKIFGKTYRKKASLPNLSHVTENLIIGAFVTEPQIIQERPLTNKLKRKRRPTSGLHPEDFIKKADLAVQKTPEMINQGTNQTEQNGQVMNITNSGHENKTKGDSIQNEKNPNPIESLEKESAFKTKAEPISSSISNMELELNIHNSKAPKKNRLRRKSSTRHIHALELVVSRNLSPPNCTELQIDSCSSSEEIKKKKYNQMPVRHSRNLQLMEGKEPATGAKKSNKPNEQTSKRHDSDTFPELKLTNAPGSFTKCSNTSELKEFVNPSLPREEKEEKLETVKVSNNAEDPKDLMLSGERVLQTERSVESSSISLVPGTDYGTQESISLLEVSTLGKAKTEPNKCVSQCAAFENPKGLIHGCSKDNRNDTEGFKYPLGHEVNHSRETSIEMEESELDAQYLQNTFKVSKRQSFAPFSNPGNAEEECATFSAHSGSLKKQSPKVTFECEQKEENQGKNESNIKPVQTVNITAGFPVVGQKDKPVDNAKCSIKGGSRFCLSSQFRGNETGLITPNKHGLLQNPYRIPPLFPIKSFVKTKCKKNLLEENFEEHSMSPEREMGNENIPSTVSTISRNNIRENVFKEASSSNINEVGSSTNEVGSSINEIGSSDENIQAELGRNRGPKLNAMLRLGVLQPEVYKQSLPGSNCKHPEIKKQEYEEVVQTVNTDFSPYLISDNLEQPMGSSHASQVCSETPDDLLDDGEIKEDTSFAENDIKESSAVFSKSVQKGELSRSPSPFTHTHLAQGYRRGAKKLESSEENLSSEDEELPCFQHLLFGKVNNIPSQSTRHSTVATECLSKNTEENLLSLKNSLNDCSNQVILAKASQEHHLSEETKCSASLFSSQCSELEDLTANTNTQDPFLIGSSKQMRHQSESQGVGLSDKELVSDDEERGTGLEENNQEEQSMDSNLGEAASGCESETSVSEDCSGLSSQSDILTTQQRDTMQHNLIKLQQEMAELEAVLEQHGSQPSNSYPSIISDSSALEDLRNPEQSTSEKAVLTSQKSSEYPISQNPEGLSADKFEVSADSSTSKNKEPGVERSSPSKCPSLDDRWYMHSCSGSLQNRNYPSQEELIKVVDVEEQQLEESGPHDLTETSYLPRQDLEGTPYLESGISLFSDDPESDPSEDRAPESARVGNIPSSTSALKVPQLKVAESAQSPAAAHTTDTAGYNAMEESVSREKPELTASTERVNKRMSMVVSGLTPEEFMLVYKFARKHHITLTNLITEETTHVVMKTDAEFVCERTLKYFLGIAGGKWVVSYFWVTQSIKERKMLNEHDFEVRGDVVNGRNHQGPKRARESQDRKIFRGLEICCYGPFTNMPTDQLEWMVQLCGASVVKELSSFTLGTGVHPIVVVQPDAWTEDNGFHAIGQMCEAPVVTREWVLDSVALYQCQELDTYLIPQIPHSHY
#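 Fluorescence polarization: 100 nM His-tagged BRCA1 BRCT with 100 nM TAMRA-labelled phospho-BACH1 decapeptide, phosphate buffer pH 7.3 with 150 mM NaCl, DTT, 0.01% Tween 20; 12 min RT. Binding inhibition seen as FP decrease.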
# BRCT PPI green: blocks human BRCA1 BRCT binding to phosphopeptide, green readout; Potency, µM (top dose mostly 76.9 µM), for the others: at the top dose activity change, negative = inhibition, actives largely listed as inhibitors; P38398; BRCA1 BRCT-phosphopeptide binding, green fluorescence polarization; hit rate 0.05% among 75,000;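 note: potency is the fitted concentration of half-maximal effect; plate controls were peptide without protein for full effect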
#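 Compounds were incubated for 12 min at room temperature with a complex of 100 nM fluorescein-tagged pBACH1 decapeptide and 250 nM His-tagged BRCT protein. Buffer was phosphate pH 7.3 with EDTA, DTT and Tween 20. Disruption of binding lowers the polarization signal.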
# HEK293 cAMP ctrl: parental HEK293 cAMP activation (counter-screen). parental HEK293 CNG cAMP sensor, membrane potential fluorescence. Potency, µM (highest dose often 57.1 µM), for inactives: top-dose activation, usual class: activators. hit rate 2.5% among 73,000; note: potency is the fitted concentration of half-maximal effect; % of control where 0% means no effect; nearly all actives have a fitted effect of over 55% in size
#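 Parental HEK 293 cells stably expressing a cAMP-gated CNG channel were loaded with membrane potential dye containing 100 uM RO 20-1724 for 60 min. Compound added for 30 min; depolarization read as fluorescence intensity at 590 nm.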
# A350 fluor: A350 region autofluorescence. Compound autofluorescence, 340/450 nm, Alexa 350 dye-equivalents; active compounds read high. max dye-equivalent concentration, M. hit rate 11% among 59,000; in the data active = max dye-equivalent concentration above about 10 nM; inconclusive = mostly about 1.1 nM to 9.6 nM
# UbGFP stabilizer: proteasome inhibitors stabilizing ubiquitin-GFP reporter; Ubiquitin-GFP reporter cells, proteasome inhibition, GFP fluorescence; response scale: untreated = 0%, 10 µM MG-132 = 100%; Potency, µM (highest dose often 45.9 µM), inactives show top-dose activation (GFP accumulation), actives largely listed as activators; 67,000 tested, under 10 active; active = well fitted activation curve with a large enough effect, not every such curve was filed as active; inconclusive = small, poorly fitted or top-dose-only effect, or another doubt; inactive = no such curve, though single readings can be large or run the other way; note: potency is the fitted concentration of half-maximal effect
#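 Proteasome blockade was scored as a rise in GFP-expressing U2OS cells carrying a ubiquitin(G76V)-GFP construct, imaged after 4 hr compound treatment at 37 °C across a 46 uM–2.9 nM series.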
# Epigenetic mod: epigenetic GFP locus derepression in mouse cells | mouse C127i GFP locus derepression, cytometry, 30 h | Potency, µM (highest dose often 46.1 µM), inactives show top-dose GFP derepression (activation) | hit rate 0.09% among 68,000 | AID 597; note: % of control where 0% means no effect
#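 Locus derepression in mouse mammary C127i cells whose integrated CMV-GFP reporter is normally silent; GFP expression after 30 h compound treatment was quantified by counting fluorescent cells.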
# The depositor's hits bear a star; i = inactive; u = inconclusive; x = no result given; & = joins results of further samples; [ ] = dose if it differs, or a comment. Unless noted, calls come from the whole dose curve; as a rule, active = well fitted curve in the direction sought with a large enough effect; inconclusive = small, poorly fitted or top-dose-only effect, or another doubt; inactive = no such curve, though single readings can be large; an effect the other way counts as inactive or inconclusive. An excerpt, so the mix of outcomes need not match the whole.
SMILES,Casp7 inh,Fluorescein fluor,USP2a inhib,4MU fluor,Casp1 inh,BRCT inh red,BRCT PPI green,HEK293 cAMP ctrl,A350 fluor,UbGFP stabilizer,Epigenetic mod
CCOC(=O)C1=C(c2ccccc2)Nc2ncnn2C1c1cc(OC)ccc1OC (stereo not drawn),2%,x,4%[7.66 µM],x,-1%,0.9%,-0.2%,1%[11.4 µM],x,-11%[9.17 µM],-3%
Cc1ccc(NC2CC(=O)N(c3ccc(N4CCCCC4)cc3)C2=O)cc1 (stereo not drawn),1%,i,9%,i,0%,1.2%,0.5%,-1%,i,-2%,-3%
CC(C(=O)Nc1nccs1)N1C(=O)C2CC=CCC2C1=O (stereo not drawn),0%,u,-2%,i,0%,1.0%,-2.8%,-1%,i,-3%,-1%
O=C(NC1CCCCCC1)C1CCCN1S(=O)(=O)c1cccc2cccnc12 (stereo not drawn),-2%,x,x,x,-1%,-0.4%,-0.5%,u,x,-1%,0%
Cc1ccc(NC(=O)CCCCCC2NC(=O)NC2C)cc1 (stereo not drawn),-1%,i,0%,i,-2%,-0.2%,1.7%,2%,i,9%,-2%
CNC(=O)CN(C#N)c1nc(N(C)C)nc(N(C)C)n1,1%,i,-5%,i,-1%,-1.8%,-2.7%,2%,i,9%,0%
CCOc1nc(CC)nc(NC(=O)NS(=O)(=O)c2ccccc2Cl)n1,-1%,x,-15%,x,-2%,0.1%,-1.2%,-3%,x,2%,-2%
N#Cc1cc2nc(O)c(O)nc2cc1[N+](=O)[O-],-2%&-1%,u,1%,i,-2%&-1%,-1.5%&-1.6%,-3.1%&-1.0%,6%&6%,i,3%&-3%,0%&-1%
O=C(COC(=O)c1ccccn1)Nc1cccc(Cl)c1Cl,-1%,i,8%,i,-2%,-0.7%,-2.0%,11%,i,4%,-2%
Cc1cc(=O)[nH]c(/N=C(/NC(=O)c2ccccc2)Nc2ccc3c(c2)OCCO3)n1,0%,i,3%,i,0%,1.6%,-1.4%,20%,i,0%,-1%
COC(=O)C1CCN(S(=O)(=O)c2c(C)n(C)c(=O)n(C)c2=O)CC1,0%,x,x,x,-5%,0.1%,-1.0%,3%,x,-8%,x
COc1ccccc1CN1CCC2(CC1)CCN(C(=O)c1cc(C(F)(F)F)cc(C(F)(F)F)c1)CC2,-1%,i,103%[activator],i,-1%,-0.5%,-1.1%,-15%,i,-2%,-2%[9.22 µM]
Cc1occc1-c1nnc(SCC(=O)Nc2ccccc2N2CCCCC2)n1C,-2%,u,146%[activator],i,0%,-0.7%,6.5%,32µM*,i,-3%,4%
O=C(Cn1cnc2ccccc2c1=O)Nc1ccc2c(c1)CCC2,-3%,u,11%,i,-2%,-0.1%,-0.5%,-4%,i,6%,-2%
COc1ccccc1Nc1nc(N)nc(CSc2nccc(C)n2)n1,-1%,u,49%[activator],i,0%,-0.8%,0.1%,-1%,i,-6%,-2%
CC(C)c1nnc(NC(=O)CCC(=O)NCc2ccc3c(c2)OCO3)s1,-1%,1.3e-07M*,1%,i,-2%,-0.3%,-1.1%,-6%,i,3%,u
CCOC(=O)c1ccc(NC(=O)c2cc(S(=O)(=O)N3CCOCC3)ccc2O)cc1,-1%,u,3%,u,-2%,1.5%,-4.1%,-6%,u,6%,-4%
CCN1CCN(Cc2cc(=O)oc3ccc(Cl)cc23)CC1,0%,i,17%,u,0%,0.9%,-2.2%,19%,u,20%,5%
CC1CCCN(C(=O)C2c3ccccc3C(=O)N3CCc4ccccc4C23)C1 (stereo not drawn),-1%,i,5%,i,2%,0.5%,-0.3%,u,i,-14%,1%
COc1ccccc1N/C(N)=N/c1nc(CSc2ccc(C)cc2)cc(=O)[nH]1,-5%,i,37%[activator],i,-3%,-1.8%,1.6%,29%,i,-2%,-3%
Cc1ccc(CNC(=O)CN2CCC(C(N)=O)CC2)cc1,1%[0.00368 µM],u,-9%,2.9e-08M*,-1%,-0.6%,2.3%,-6%,5.7e-08M*,-1%,0%
O=C(Nc1ccc2c(c1)OCO2)C1CC(c2ccccc2Cl)=NO1 (stereo not drawn),0%,u,5%,i,-1%,0.2%,1.9%,8%,i,0%,0%
COc1ccc2nc(SCC(N)=O)[nH]c2c1,0%,i,2%,i,-2%,1.3%,-0.6%,14%,i,-2%,3%
CCOC(=O)CSc1nc2c(c(=O)n(C)c(=O)n2C)n1CCCc1ccccc1,1%,i,-2%,i,1%,-0.2%,-1.2%,22%,i,0%,-1%
Cc1cc(C)n(C(=O)c2ccc(NC(=O)CC(C)C)cc2)n1,0%,i,3%,i,-2%,-2.4%,0.4%,14%,i,-8%,7%
CO[C@@H]1/C=C\O[C@]2(C)Oc3c(C)c(O)c4c(O)c(c(/C=N\N5CCN(C)CC5)c(O)c4c3C2=O)NC(=O)/C(C)=C\C=C/[C@H](C)[C@H](O)[C@H](C)[C@H](O)[C@H](C)[C@H](OC(C)=O)[C@@H]1C,x,i,x,i,x,x,x,-8%,i,-4%,-2%[9.22 µM]
Cn1c(/C(C#N)=C(\O)COc2ccc3ccccc3c2)nc2ccccc21,-3%,i,13%,i,2%,1.1%,-1.3%,16µM*,u,-3%,3%
COC(=O)C(C(=O)OC)=C(/C=C/C=C/N(C)C)N(C)C,-8%,x,-2%[7.66 µM],x,-6%,-0.3%,-1.3%,-3%[11.4 µM],x,2%[9.17 µM],-3%
Cn1cccc1-c1cc(C(=O)O)[nH]n1,1%,u,1%,u,-1%,0.8%,-3.2%,-4%,u,5%,3%
COc1ccc(N2C(=O)C(CC(=O)Nc3ccccc3)N(Cc3ccc4c(c3)OCO4)C2=O)cc1 (stereo not drawn),0%,i,11%,i,2%,-0.3%,-0.3%,u,i,4%,1%

# Three consecutive compounds from above, for reference:
SMILES,Casp7 inh,Fluorescein fluor,USP2a inhib,4MU fluor,Casp1 inh,BRCT inh red,BRCT PPI green,HEK293 cAMP ctrl,A350 fluor,UbGFP stabilizer,Epigenetic mod
CCOC(=O)C1=C(c2ccccc2)Nc2ncnn2C1c1cc(OC)ccc1OC (stereo not drawn),2%,x,4%[7.66 µM],x,-1%,0.9%,-0.2%,1%[11.4 µM],x,-11%[9.17 µM],-3%
Cc1ccc(NC2CC(=O)N(c3ccc(N4CCCCC4)cc3)C2=O)cc1 (stereo not drawn),1%,i,9%,i,0%,1.2%,0.5%,-1%,i,-2%,-3%
CC(C(=O)Nc1nccs1)N1C(=O)C2CC=CCC2C1=O (stereo not drawn),0%,u,-2%,i,0%,1.0%,-2.8%,-1%,i,-3%,-1%

# Whole records as entered above. Order of screens: Casp7 inh	Fluorescein fluor	USP2a inhib	4MU fluor	Casp1 inh	BRCT inh red	BRCT PPI green	HEK293 cAMP ctrl	A350 fluor	UbGFP stabilizer	Epigenetic mod
# Listed for `CNC(=O)CN(C#N)c1nc(N(C)C)nc(N(C)C)n1` = 1%	i	-5%	i	-1%	-1.8%	-2.7%	2%	i	9%	0%
# Listed for `COc1ccc(N2C(=O)C(CC(=O)Nc3ccccc3)N(Cc3ccc4c(c3)OCO4)C2=O)cc1` (stereo not drawn) = 0%	i	11%	i	2%	-0.3%	-0.3%	u	i	4%	1%

# (listing goes on)
SMILES,Casp7 inh,Fluorescein fluor,USP2a inhib,4MU fluor,Casp1 inh,BRCT inh red,BRCT PPI green,HEK293 cAMP ctrl,A350 fluor,UbGFP stabilizer,Epigenetic mod
Cc1ccc(-c2noc(CCC(=O)N3CCCC3)n2)cc1,0%,i,11%,i,1%,-0.2%,-0.4%,6%,i,14%,-2%
C=C(C)COc1ccc(-c2[nH]ncc2Oc2ccccc2OC)c(O)c1,-15%,u,u,i,-5%,0.4%,3.2%,-2%,i,-4%,11%
Cc1ccc(NC(=O)c2c(-c3c(F)cccc3Cl)noc2C)cc1F,-2%,x,9%[7.66 µM],x,-2%,-2.7%,0.6%,-8%[11.4 µM],x,0%[9.17 µM],5%
Cc1cc(N2CCN(c3cccc(C(F)(F)F)c3)CC2)n2ncnc2n1,1%,u,7%,i,-1%,-2.2%,-6.6%,u,i,-5%,-1%
CCc1nnc(NC(=O)CSc2nnc3c4ccccc4n(C)c3n2)s1,0%,u,7%,i,0%,0.5%,0.8%,16%,i,2%,4%
CC(C)NS(=O)(=O)c1ccc(OCC(=O)NCc2ccccc2)cc1,0%,u,-2%,i,-2%,-2.5%,-2.6%,0%,i,-4%,-1%
Cc1cnc(CNc2nc(-c3ccccc3C)nc3ccccc23)cn1,-4%,u,95%[activator],i,-4%,2.0%,0.1%,22%,i,-4%,0%[9.22 µM]
Cc1nn(CC(=O)Nc2ccccn2)c(=O)c2ccccc12,0%,u,8%,i,1%,0.1%,-2.2%,8%,i,-5%,4%
O=C(NC1CCCCC1)C1CCCN1C(=O)NCc1ccccc1 (stereo not drawn),1%,i,-2%,i,4%,1.5%,-3.1%,25%,i,-1%,-4%
Nc1ncn([C@@H]2O[C@H](CO)[C@@H](O)[C@H]2O)c(=O)n1,0%,x,1%,x,2%,-2.2%,-2.6%,-14%,x,x,x
CCOC(=O)C1CCCN(c2ncnc3c2[nH]c2cccc(OC)c23)C1 (stereo not drawn),-1%,u,12%,5.4e-07M*,-5%,-2.4%,-2.7%,3%,6.8e-07M*,7%,-2%
